Source: PubChem (National Center for Advancing Translational Sciences (NCATS))
Gal4-VP16 FLuc: counter-screen for ROR gamma inhibitors: Gal4-VP16 reporter. Potency, µM (highest dose often 53.6 µM), for inactives: top-dose activity, negative = inhibition, most hits filed as inhibitors. Drosophila S2 Gal4-VP16 UAS-luciferase, luminescence, 20 h. 310,000 compounds, 3.5% hits;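 further: Gal4-VP16 expression switched on by copper sulfate through the metallothionein promoter; on the % scale 0 is the no-effect control and ±100 the full control effect; nearly all actives have a fitted effect of over 50% in size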
BRCA1 expr act: activators of BRCA1 expression; MCF7-BRCA1-FFLuc reporter, luminescence, 48 h; response scale: scaled: vehicle 0%, 10 µM genistein 100%; Potency, µM (top dose mostly 46.1 µM), for the others: at the highest dose activation, hits mostly activators; 380,000 compounds, 1.1% hits; further: nearly all actives have a fitted effect of over 80% in size; some results filed as inactive show a strong effect at the top dose
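MCF7 cells carrying a BRCA1-firefly luciferase reporter (2000 cells/well, phenol-red free MEM) were attached for 2 h at 37 °C, then given compounds for 48 h. Luminescence was read 15 min after luciferase reagent; activity normalized to genistein (10 microM) and DMSO.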
p53 reactivation: re-activators of mutant p53. H1299 p53-A138V BP100-luciferase reporter, luminescence, 24 h. Potency, µM (series often up to 92.2 µM), without a hit: top-dose activity change, positive = activation, hits mostly activators. 320,000 compounds, 0.063% hits; further: % of control where 0% means no effect; nearly all actives have a fitted effect of over 45% in size
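p53-null H1299 cells stably carrying temperature-sensitive p53-A138V and a BP100-luciferase reporter were pinned with compounds (4-point, 1:5 series) and held 24 hrs at 37 deg C. Luminescence was read 10 min after detection reagent.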
Rab9 prom act: activates the Rab9 promoter; Huh7 Rab9 promoter-luciferase reporter, luminescence, 24 h; Potency, µM (series often up to 9.22 µM), without a hit: top-dose activation, negative = inhibition, most hits filed as activators; 320,000 compounds, 2.8% hits; AID 485297; further: % of control where 0% means no effect; nearly all actives have a fitted effect of over 60% in size
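Quantitative HTS format; Huh7 Rab9-luciferase reporter cells (1500/well) receive compound 2 h post-plating, incubate 24 h at 37 °C, then get luciferase reagent for 10 min before luminescence reading.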
FLuc modulator: counter-screen for miR-21 project: firefly luciferase inhibitors or activators | Potency, µM (series often up to 57.5 µM), for inactives: at the highest dose activity change, negative = inhibition, hits mostly inhibitors | 360,000 compounds, 6.9% hits | purified FLuc, Km substrates, luminescence inhibition | AID 588342 | P08659;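 further: plate controls were vehicle for no effect and reference inhibitor for full effect; nearly all actives have a fitted effect of over 55% in size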
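Purified P. pyralis luciferase (10nM final) with 10uM D-luciferin and 10uM ATP (Km levels) in 50mM Tris acetate pH 7.5, 10mM Mg acetate, 0.01% Tween-20, 0.05% BSA; qHTS 6-point titration, ~60 µM downward; luminescence read.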
uPA surface inh: blocks generation of uPA at the cell surface; cell surface uPA generation assay, qHTS; Potency, µM (series often up to 38.3 µM), inactives show at the top dose activity change, negative = inhibition, most hits filed as inhibitors; 330,000 compounds, 0.31% hits; active means well fitted inhibition curve with a large enough effect; inconclusive means small, poorly fitted or top-dose-only effect; inactive means no such curve, though single readings can be large or run the other way; tested in mouse RAW 264.7 cells; further: on the % scale 0 is the no-effect control and ±100 the full control effect; nearly all actives have a fitted effect of over 55% in size
NPC1 prom act: NPC1 promoter activation | Huh7 NPC1 promoter luciferase reporter, 24 h | Potency, µM (titrated, usually from 9.22 µM), for inactives: at the top dose activation, hits mostly activators | 320,000 compounds, 2.4% hits | AID 485313;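 further: % of control where 0% means no effect; nearly all actives have a fitted effect of over 60% in size; reporter is driven by a mutant NPC1 promoter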
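Huh7 reporter cells (NPC1 promoter driving luciferase) are dosed with compound for 24 h at 37 °C, 5% CO2; luciferase detection reagent is then added and luminescence measured after 10 min at ambient temperature.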
RORg inh: blocks mouse ROR gamma transcriptional activity; P51450; Drosophila S2 Gal4-RORgamma UAS-luciferase reporter, 20 h; Potency, µM (doses to about 53.6 µM), inactives show top-dose activity change, negative = inhibition, hits mostly inhibitors; 310,000 compounds, 5.4% hits; AID 2551; further: on the % scale 0 is the no-effect control and ±100 the full control effect; nearly all actives have a fitted effect of over 60% in size
Target sequence (P51450 whole entry, looked up, the tested form may be a part): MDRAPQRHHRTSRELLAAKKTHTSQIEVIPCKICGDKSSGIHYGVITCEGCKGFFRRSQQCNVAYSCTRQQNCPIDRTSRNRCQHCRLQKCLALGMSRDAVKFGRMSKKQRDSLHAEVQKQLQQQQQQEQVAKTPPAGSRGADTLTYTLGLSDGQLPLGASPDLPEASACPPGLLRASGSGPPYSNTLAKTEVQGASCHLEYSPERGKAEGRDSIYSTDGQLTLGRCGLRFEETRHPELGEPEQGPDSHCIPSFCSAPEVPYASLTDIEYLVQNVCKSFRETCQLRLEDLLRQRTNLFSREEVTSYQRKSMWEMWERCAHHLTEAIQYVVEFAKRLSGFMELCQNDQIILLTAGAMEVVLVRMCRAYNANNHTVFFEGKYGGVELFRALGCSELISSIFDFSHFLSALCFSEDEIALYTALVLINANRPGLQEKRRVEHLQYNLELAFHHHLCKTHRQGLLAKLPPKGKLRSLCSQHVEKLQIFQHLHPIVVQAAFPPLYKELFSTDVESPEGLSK
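Stably transfected Drosophila Schneider cells are the test system, with ROR gamma fused to Gal4 and luciferase under UAS control; luminescence is read after 20 hr of 700 uM copper sulfate induction at ambient temperature.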
ELG1 genotox: genotoxicity induction in ELG1-luciferase HEK293T cells; HEK293T ELG1-luciferase reporter, luminescence, 16 h; Potency, µM (series often up to 46 µM), for the others: at the top dose activity change, positive = activation, most hits filed as activators; 330,000 compounds, 1.3% hits; AID 504466; further: % of control where 0% means no effect; nearly all actives have a fitted effect of over 60% in size
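Genotoxic stress is detected as increased luminescence from luciferase-tagged ELG1 in HEK293T cells, measured with ONE-Glo after a 16 hr treatment at 37 °C.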
MBNL1 CUG block: MBNL1-poly(CUG) RNA binding inhibition. 280,000 compounds, 0.036% hits. AID 2675. Q9NR56. Potency, µM (series often up to 57.5 µM), inactives show top-dose activity change, negative = inhibition, hits mostly inhibitors. TR-FRET MBNL1-His/biotin-(CUG)12 binding, 665/545 ratio; active means well fitted inhibition curve with a large enough effect in the signal ratio, with a control signal flat, not every such curve was filed as active; inconclusive means small, poorly fitted or top-dose-only effect, or effect the other way, or a change in a side signal; inactive means no such curve, though single readings can be large or run the other way; the % refers to the signal ratio; further: on the % scale 0 is the no-effect control and ±100 the full control effect
Target sequence (Q9NR56 whole entry, looked up): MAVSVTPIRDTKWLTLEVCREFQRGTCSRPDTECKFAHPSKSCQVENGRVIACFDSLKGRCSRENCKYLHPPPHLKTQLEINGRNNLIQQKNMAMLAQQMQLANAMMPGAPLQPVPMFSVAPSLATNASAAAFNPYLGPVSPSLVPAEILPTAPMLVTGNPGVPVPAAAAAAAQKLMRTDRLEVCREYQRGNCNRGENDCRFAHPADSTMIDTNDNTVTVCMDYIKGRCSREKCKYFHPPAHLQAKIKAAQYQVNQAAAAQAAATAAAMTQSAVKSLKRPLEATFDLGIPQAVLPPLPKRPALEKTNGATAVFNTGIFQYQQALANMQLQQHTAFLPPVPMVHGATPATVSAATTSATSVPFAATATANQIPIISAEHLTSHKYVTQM
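Compounds (final 92 nM to 58 uM) are added to His-tagged MBNL1 and biotin-(CUG)12, then terbium anti-His antibody and streptavidin-XL665 (5 nM final). After 60 min at room temperature, the 665/545 nm ratio is read.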
Numbers without * were called inactive; ? = inconclusive; / = not tested or not shown; & = joins results of further samples; [ ] = another dose, or the depositor's remark. Unless noted, the call rests on the fitted dose curve; in most records, active means well fitted curve in the direction sought with a large enough effect; inconclusive means small, poorly fitted or top-dose-only effect, or another doubt; inactive means no such curve, though single readings can be large; an effect the other way counts as inactive or inconclusive. Potency means the concentration at half of the fitted maximal effect.

Each structure is followed by: MBNL1 CUG block	p53 reactivation	Rab9 prom act	ELG1 genotox	RORg inh	FLuc modulator	NPC1 prom act	uPA surface inh	BRCA1 expr act	Gal4-VP16 FLuc
Cc1c(C(=O)N2CCN(C)CC2)oc2ccc(Br)cc12
→ -5%	?	?	?	2%	?	?	0%	13µM*	1%
COC(=O)CSc1nc2sc3c(c2c(=O)n1-c1ccccc1)CCN(C)C3
→ ?	-2%	16%	-9%	-32%	-1%	0%	-5%	-12%	-12%
CCCCNC(=O)NNC(=O)COc1cc(C)cc(C)c1
→ /	-5%	-1%	3%	6%	-4%	1%	10%	20%	-2%
Cc1ccc(S(=O)(=O)Nc2nc(C)c(C)s2)cc1
→ -4%	-1%	0%	2%	12%	-2%	2%	-4%	9%	-4%
CC(C)(C)C(=O)Nc1ccc(C(=O)Nc2cc(NC(=O)c3ccc(NC(=O)C(C)(C)C)cc3)cc(C(=O)O)c2)cc1
→ -11%	/	30%	12%	?	4.3µM*	18%	1%	44%	3%
COc1ccc(CC(=O)N2CCN=C2SCc2cccc([N+](=O)[O-])c2)cc1
→ ?	4%	0%	-13%	?	-2%	-3%	-6%	-45%	0%
CC(C)N(Cc1nc(-c2ccc(Cl)cc2)no1)C(=O)CN(C)S(=O)(=O)c1ccc(Cl)cc1
→ 0%	3%	-4%	-25%	5%	-2%	-3%	11%	-8%	-15%
CC(C)CCN(C(=O)CNC(=O)c1ccco1)C(C(=O)NC1CCCCC1)c1cccnc1 (stereo not drawn)
→ -3%	1%	28%	5%	3%	3%	-1%	17%	-16%	0%
Cc1ccc(NC(=O)C2CCN(S(=O)(=O)c3ccc4c(c3)oc(=O)n4C)CC2)cc1
→ -1%	6%	1%	-1%	-9%	0%	-6%	-4%	-14%	-1%
CCOc1ccc(C(=O)N2CCc3cc(OC)c(OC)cc3C2)cc1OCC
→ -14%	-18%	4%	-3%	0%	1%	-3%	0%	-26%	-3%
COc1cccc(NC(=O)c2ccc(S(=O)(=O)N3CCCCC3)cc2)c1
→ -10%	-4%	-2%	-9%	?	-2%	-7%	-6%	-1%	25%
Oc1ccccc1/C=N/n1c(-c2cccs2)n[nH]c1=S
→ -1%	-6%	-1%	0%	10µM*	-15%	7%	0%	-22%	-23%
COc1ccc(NC(=O)CCN2CCN(S(=O)(=O)c3cc(Cl)ccc3OC)CC2)cc1
→ 3%	10%	-5%	2%	-29%	2%	-1%	1%	-8%	-7%
CCCCOc1ccc(C(=O)N/C(=C/C=C/c2ccccc2)C(=O)NCCO)cc1
→ 12%	-5%	0%	1%	0%	?	0%	1%	8%	?
Cc1ccc(-n2nc(CC#N)c(C#N)c2N)cc1Cl
→ 1%	27%	7%	3%	?	3%	7%	-1%	-1%	5%

Each structure is followed by: MBNL1 CUG block	p53 reactivation	Rab9 prom act	ELG1 genotox	RORg inh	FLuc modulator	NPC1 prom act	uPA surface inh	BRCA1 expr act	Gal4-VP16 FLuc
CCN(CC)S(=O)(=O)c1ccc2oc(Nc3ccc(OC)cc3OC)nc2c1
→ -4%	5%	1%	-13%	-4%	-8%	0%	-21%	-21%	11%
CC(C)(C)[C@@H]1C=C(C(=O)Nc2ccccc2)O[C@H](OCc2ccc(CO)cc2)C1
→ -7%	16%	5%	0%	-32%	?	5%	7%	-9%	-29%
Cc1noc(C)c1COc1ccccc1C(=O)NCCc1ccc(S(N)(=O)=O)cc1
→ 4%	-3%	9%	0%	1%	2%	0%	13%	-9%	8%
Cc1ccc(S(=O)(=O)N2CCN(Cc3nc4sc(C)c(C)c4c(=O)[nH]3)CC2)cc1
→ 4%	/	/	/	30%	3%	/	1%	-1%	0%
O=C(Nc1nc(-c2cccnc2)cs1)c1ccc([N+](=O)[O-])cc1
→ /	3%	-1%	-3%	9%	-16%	1%	1%	0%	-5%
O=C1C2C3C=CC(c4ccccc4)(C2C(=O)N1c1cccc(Cl)c1)C1C(=O)N(c2cccc(Cl)c2)C(=O)C31 (stereo not drawn)
→ 10%	0%	-6%	-1%	20%	-1%	-2%	-1%	-37%	-10%
CCC1(C(=O)OC)NC(c2ccco2)C2C(=O)N(c3ccccc3)C(=O)C21 (stereo not drawn)
→ 0%	0%	2%	0%	-15%[10 µM]	0%	2%	-7%	48%	-3%
CCOC(=O)c1c(CSc2cccs2)n(C)c2cc(Br)c(O)c(CN(C)C)c12
→ 10%	2%	-28%	-9%	0%	-17%	-7%	1%	-26%	5%
CC1CCc2nc3ccc(S(=O)(=O)N4CCC(C(=O)N5CCCCCC5)CC4)cc3c(C(=O)O)c2C1 (stereo not drawn)
→ 15%	-2%	3%	0%	10%	?	-3%	15%	-26%	-6%
CC(C)Cc1cc(C(=O)NCc2ccco2)no1
→ -2%	12%	4µM*	?	23%	17µM*	?	-26%	?	2%
CCCCOc1ccc(Cc2cnc(N)nc2N)cc1
→ 7%	-6%	2%	-6%	18%	-6%	14%	0%	25%	-8%
O=C(c1ccccc1)N1CCN(C(=O)c2ccccc2)C1c1ccccc1
→ -10%	19%	12%	-3%	-5%	0%	-1%	-1%	-15%	18%
Cc1c(Br)c([N+](=O)[O-])nn1CC(=O)Nc1ccc(Cc2ccncc2)cc1
→ -23%[11.5 µM]	-2%	-1%	-4%	?	-1%	-3%	3%	-36%	?
O=C1/C(=C\c2ccco2)SC(=S)N1c1ccc(O)cc1
→ 12%[11.5 µM]	25%	11%	-2%	-31%	?	10%	-1%	34%	1%
CC(C)CNC(=O)c1oc2ccccc2c1COc1ccccc1
→ 4%	2%	-3%	0%	-8%	2%	-1%	0%	-3%	-11%

Each structure is followed by: MBNL1 CUG block	p53 reactivation	Rab9 prom act	ELG1 genotox	RORg inh	FLuc modulator	NPC1 prom act	uPA surface inh	BRCA1 expr act	Gal4-VP16 FLuc
O=C(c1ccc(Cn2c(=S)[nH]c3cc4c(cc3c2=O)OCO4)cc1)N1CCN(c2ncccn2)CC1
→ 0%	-2%	-2%	-15%	?	-7%	-7%	/	/	1%
Cc1[nH]c(=O)[nH]c(=O)c1S(=O)(=O)N1CCCC(C(=O)N2CCN(c3cccc(C(F)(F)F)c3)CC2)C1 (stereo not drawn)
→ -4%	-1%	0%	5%	?	-15%	-1%	-1%	-13%	-10%
CC(=O)c1cccc(N(CC(=O)Nc2ccccc2F)S(C)(=O)=O)c1
→ -2%	0%	-5%	0%	11%	0%	-2%	2%	-13%	-2%
O=C(C1=COCCO1)N(Cc1nnc(-c2ccc(Cl)cc2)o1)C1CC1
→ /	3%	-7%	-1%	/	-2%	-1%	-4%	-38%	/
Cc1nc2ccccc2c(=O)n1NC(=O)Cc1ccc([N+](=O)[O-])cc1
→ /	4%	-2%	3%	19%	-10%	-1%	3%	-2%	-6%
O=C(O)CSc1nc(-c2ccc(Cl)cc2)nc2c1oc1ccccc12
→ 8%[11.5 µM]	8%	0%	-3%	27%	?	-2%	-3%	-20%	-3%
O=C1C(Cl)=C(N2CCOCC2)C(=O)N1c1ccccc1
→ ?	24%	-6%	3%	-6%	7%	2%	10%	5%	-3%
COc1ccc(N(Cc2ccccc2)S(=O)(=O)c2cccc(C(=O)NC3=NCCS3)c2)cc1
→ 4%	-3%	-5%	-3%	?	4%	4%	1%	-45%	?
CCn1cc(C(=O)N2CCOCC2)c(=O)c2cc(S(=O)(=O)N(C)C)ccc21
→ -3%	3%	-2%	1%	10%	-2%	0%	-40%	3%	-8%
NC(=S)NNC(=O)c1cccc(Br)c1
→ -4%	1%	-4%	0%	6.3µM*	5%	-6%	/	/	-28%
CCc1ccc(NC(=O)CCCN2C(=O)C3CC=CCC3C2=O)cc1 (stereo not drawn)
→ -25%	-4%	-13%	?	25%	?	-1%	-4%	7.9µM*	-9%
Cn1cc(SCC(=O)Nc2nc3ccccc3s2)c2ccccc21
→ -8%	-4%	-9%	?	?	-18%	8%	3%	-28%	-8%[0.365 µM]
N=c1ncn(CC(O)CO)c2nc(N3CCOCC3)[nH]c12 (stereo not drawn)
→ -7%	0%	2%	-3%	-3%	0%	1%	6%	0%	1%
COc1ccc(Br)cc1/C=N/NC(=O)c1nc(-c2ccccc2)n2c1CCCCC2
→ -1%	1%	0%	-2%	-1%	2%	-3%	-1%	-40%	2%
CCN(CC)CCCNC(=O)c1cn(CC(C)C)c(=O)c2c1c1ccccc1n2C
→ -1%	-6%	-9%	2%	-17%	-3%&-5%	0%	-7%	-7%	-4%

Each structure is followed by: MBNL1 CUG block	p53 reactivation	Rab9 prom act	ELG1 genotox	RORg inh	FLuc modulator	NPC1 prom act	uPA surface inh	BRCA1 expr act	Gal4-VP16 FLuc
O=C(NCC(c1cccnc1)N1CCN(c2ccccc2)CC1)c1ccc2c(c1)OCO2 (stereo not drawn)
→ -3%	-4%	5%[1.84 µM]	3%	33%	-1%	2%	4%	0%	1%
COc1ccc(C(=O)Nc2cnc3sc(C)nn3c2=O)cc1
→ -7%	13%	?	14%	-2%	-14%	19%	1%	-1%	6%
CC(=O)NCC(=O)N1CCCC(C(=O)c2ccc3c4c(cccc24)CC3)C1 (stereo not drawn)
→ ?	-5%	9%	-2%	29%	-6%	1%	13%	0%	3%
O=C(CCCNC(=O)c1ccc(Cl)cc1)Nc1ccc(S(=O)(=O)Nc2ncccn2)cc1
→ /	-3%	2%	1%	2%	-10%	2%	0%	-2%	5%
